Screening data (PubChem BioAssay)
HTRA1 inhibitor: HTRA1 serine protease inhibitors, primary screen, biochemical, fluorescence polarization, HTS | Q92743 | recombinant HTRA1, FP-rhodamine activity-based probe | inhibition, % at 5.96 µM | 340,000 compounds, 0.5% hits; in the data active means inhibition above about 36%;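 further: 0% = enzyme with DMSO and 100% = wells lacking enzyme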
Target sequence (Q92743 whole entry, looked up): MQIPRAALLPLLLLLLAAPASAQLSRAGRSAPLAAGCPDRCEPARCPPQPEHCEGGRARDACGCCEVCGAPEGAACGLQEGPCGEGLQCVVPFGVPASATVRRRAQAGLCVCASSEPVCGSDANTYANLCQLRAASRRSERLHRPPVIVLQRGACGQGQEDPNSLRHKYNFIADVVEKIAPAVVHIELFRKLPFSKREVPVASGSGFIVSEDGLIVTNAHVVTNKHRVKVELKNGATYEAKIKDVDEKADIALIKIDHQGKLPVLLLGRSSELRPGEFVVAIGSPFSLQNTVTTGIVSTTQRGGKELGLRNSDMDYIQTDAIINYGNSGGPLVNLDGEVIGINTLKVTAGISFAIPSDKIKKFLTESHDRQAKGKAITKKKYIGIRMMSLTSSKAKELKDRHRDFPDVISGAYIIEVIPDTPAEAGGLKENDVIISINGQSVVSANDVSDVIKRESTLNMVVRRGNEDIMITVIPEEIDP
SIAE inh: human SIAE inhibitors, primary screen, biochemical, fluorescence polarization, FP-Rh probe, 1536-well HTS | Sialate O-acetylesterase (Homo sapiens), Q9HAT2 | SIAE FP-Rh probe binding | inhibition, % at 9.66 µM | 370,000 compounds, 0.69% hits;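 active means inhibition above a cutoff: mean of compounds within the control limits plus 3 SD of those, cut at about 17% in these data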;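 further: 0% = plate median of compound wells and 100% = probe without SIAE protein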
PRMT1 FP inh: PRMT1 methyltransferase inhibitors, primary screen, biochemical, fluorescence polarization; Protein arginine N-methyltransferase 1 (Homo sapiens), Q99873; 370,000 compounds, 1.3% hits; recombinant PRMT1, activity-based probe fluorescence polarization; AID 652257, 2013; inhibition, % at 2.79 µM;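 active means inhibition above about 21% made by adding two undisclosed values, limit read from the data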
Target sequence (Q99873 whole entry, looked up): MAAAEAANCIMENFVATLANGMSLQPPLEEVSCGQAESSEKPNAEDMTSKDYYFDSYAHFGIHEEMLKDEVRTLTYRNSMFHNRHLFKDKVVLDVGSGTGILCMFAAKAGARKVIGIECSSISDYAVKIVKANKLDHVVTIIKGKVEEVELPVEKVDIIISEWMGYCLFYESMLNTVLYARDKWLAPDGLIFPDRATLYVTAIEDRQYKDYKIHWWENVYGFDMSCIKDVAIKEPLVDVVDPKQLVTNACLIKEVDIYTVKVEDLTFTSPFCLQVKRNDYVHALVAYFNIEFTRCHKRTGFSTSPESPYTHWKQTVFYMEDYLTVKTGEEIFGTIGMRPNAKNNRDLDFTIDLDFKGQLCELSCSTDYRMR
UHRF1 binding: UHRF1 methylated DNA binding inhibitors, primary screen, counter-screen for MBD2 inhibitor project, biochemical, TR-FRET, human UHRF1, single concentration; E3 ubiquitin-protein ligase UHRF1 (Homo sapiens), Q96T88; UHRF1 binding to methylated oligo; inhibition, % at 4.4 µM; 370,000 compounds, 0.75% hits; in the data active means inhibition above about 21%;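 further: UHRF1 SRA domain binding a hemimethylated CpG hairpin DNA probe; 0% = median of test compound wells and 100% = reference inhibitor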
TDP2 inh: human TDP2 enzyme inhibitors, primary screen, biochemical, epi absorbance, recombinant enzyme; 370,000 compounds, 0.34% hits; T5PNP hydrolysis, p-nitrophenol absorbance 415 nm; Tyrosyl-DNA phosphodiesterase 2 (Homo sapiens), O95551; inhibition, % at 12.8 µM;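 active means inhibition above the mean of all tested compounds plus 3 SD, set per campaign, cut at about 25% in these data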;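 further: 0% = DMSO with enzyme and 100% = buffer with substrate but no TDP2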
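Assay system: recombinant human TDP2 / Reagent: T5PNP substrate at 5 mM, a TopII-DNA adduct mimic / Measured by: epi absorbance from released p-nitrophenol / Evaluation: % inhibition relative to enzyme-containing and enzyme-free wells / Control set: enzyme-free and DMSO wells / Replicates: each compound tested once, singlicate / Schedule: enzyme reaction with compound for 2 h at 37 °C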
ABHD4 inh: ABHD4 inhibitors, primary screen, biochemical, fluorescence polarization, mouse; purified mABHD4, FP-Rh probe fluorescence polarization; inhibition, % at 8.92 µM; 370,000 compounds, 0.54% hits; AID 720543, 2013;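 active means inhibition exceeding the mean over every tested compound plus 3 SD, cut at about 30% in these data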;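 further: 0% = plate median of compound wells and 100% = S159A mutant with DMSO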
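system = mouse ABHD4 enzyme, wild type | medium = HEPES pH 7.0, NaCl, Pluronic buffer | also added = FP-Rh probe | incubation = Enzyme–compound pre-incubation 45 min, then probe 60 min, both 25 °C | technique = fluorescence polarization, excitation 525 nm, emission 598 nm, BODIPY TMR filters | controls = S159A mutant high control, sample median low control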
PG9 binder: binders of HIV-1 gp120 antibody PG9, primary screen, biochemical, TR-FRET | 360,000 compounds, 0.43% hits | HIV-1 gp120 / PG9 antibody interaction | inhibition, % at 6.7 µM | TR-FRET gp120-PG9 antibody binding | AID 624416, 2012; in the data active means inhibition above about 8.5%
TCR CD3 inh: inhibitors of human TCR-CD3 interaction, primary screen, biochemical, fluorescence, TAMRA-labeled TCR probe | T-cell receptor (TCR) | AID 651800, 2012 | inhibition, % at 9.4 µM | 360,000 compounds, 0.37% hits; in the data active means inhibition above about 19%;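 further: recombinant mutant TCR 2C K166C tagged with TAMRA read by polarization; 0% = receptor in buffer alone and 100% = receptor with positive control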
DDE Tn7 FP inh: inhibitors of Tn7 peptide binding to fibrin DD(E), primary screen, biochemical, fluorescence polarization, human fibrin, Tn7 probe; FP displacement of FITC-Tn7 peptide from fibrin DD(E); 0% = median of compound wells per plate; inhibition, % at 8.3 µM; 370,000 compounds, 0.13% hits; AID 720508, 2013;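 active means inhibition above the mean of compounds falling within the control limits plus 3 SD of them, cut at about 14% in these data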;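 further: 0% = plate median of compound wells and 100% = 10 µM Aha-Tn7 peptide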
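Assay system: human fibrin DD(E) protein / Input: 2 µM fibrin DD(E) / Benchmarks: high control of 10 µM Aha-Tn7 peptide / Measured by: fluorescence polarization of the labelled Tn7 tracer / Medium: Tris buffer with calcium and detergent, pH 7.8 / Timing: 10 min compound pre-incubation, 3 h probe incubation at room temperature / Repeats: one replicate per compound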
LEDGF integ inh: blockers of LEDGF/p75-dependent integrase strand transfer – biochemical, TR-FRET, high throughput, primary screen; HIV-1 integrase (with human LEDGF/p75); TR-FRET IN-LEDGF/p75 DNA integration, Eu/Cy5; inhibition, % at 3.7 µM; 370,000 compounds, 0.64% hits;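 active means inhibition above the screen-wide mean plus 3 SD, cut at about 13% in these data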;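 further: signal is the Cy5 over europium emission ratio at 671 and 618 nm; 0% = plate median of compound wells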
* = called active by the depositor; nt = no result given.

SMILES | HTRA1 inhibitor | SIAE inh | PRMT1 FP inh | UHRF1 binding | TDP2 inh | ABHD4 inh | PG9 binder | TCR CD3 inh | DDE Tn7 FP inh | LEDGF integ inh
COc1cc(NC(=O)CC(C)S(=O)(=O)c2ccc3c(c2)NC(=O)CO3)cc(OC)c1OC (centres undefined) | 6 | 5 | 8 | -2 | -3 | -4 | 0.6 | -6 | -3 | -1
CCOC(=O)N1CCC(Nc2c([N+](=O)[O-])cc(C(=O)O)cc2[N+](=O)[O-])CC1 | 7 | -1 | 4 | 20 | -5 | 3 | -0.1 | -6 | 6 | -1
OC(COc1ccc(Cl)cc1)CN1CCC(Cc2ccccc2)CC1 (centres undefined) | -1 | 2 | 5 | 15 | -12 | 5 | 1.6 | -4 | 3 | -2
COc1ccc(CNC(=O)[C@@H](NC(=O)C2CCN(C(=O)[C@@H](N)CCSC)CC2)C(C)C)cc1 | -1 | 0 | -3 | -1 | 9 | -5 | -2.1 | 2 | -2 | 3
O=C(COC(=O)COc1ccc(Cl)cc1)Nc1ncc(Br)s1 | -6 | 0 | 2 | 0 | 3 | 2 | -0.4 | 0 | -5 | 0
Cc1ccccc1CN1CCCC(C(=O)N2CCCCC2)C1 (centres undefined) | -3 | -6 | 3 | -1 | 9 | 12 | 0.2 | -1 | -3 | -5
COc1ccc(NC(=O)C(c2ccncc2)n2c(=O)c(-c3cc4ccccc4[nH]3)nc3ccccc32)cc1 (centres undefined) | nt | 4 | 1 | 0 | -10 | -4 | 1.1 | 0 | 2 | 1
CCOc1ccccc1NC(=O)CN1CCC(NC(=O)c2ccccc2)CC1 | -4 | -2 | 0 | -1 | -2 | 0 | 0.5 | 8 | 9 | 0
CC1CCC(NC(=O)c2cccc(S(=O)(=O)NCc3ccccc3)c2)CC1 (centres undefined) | -16 | -8 | 1 | 0 | 14 | -9 | -1.4 | 6 | 3 | 0
C=CCOc1cccc(C2NC(=O)c3ccccc3O2)c1 (centres undefined) | -2 | 5 | -3 | 3 | -15 | -2 | 1.5 | -5 | -8 | 1
[O-][N+](=C(c1ccccc1)c1ccccc1)c1ccccc1 | 3 | 8 | -2 | -1 | -1 | -4 | -1.1 | 6 | 3 | 1
Cc1ccn(CCC(=O)NC2CC(C)(C)Cc3c2cnn3-c2ccccc2C)n1 (centres undefined) | 3 | -1 | -2 | -2 | -13 | 0 | -2.5 | 3 | 4 | -1
CC(C)(C)Nc1scc(-c2ccccc2)[n+]1-c1ccccc1 | 2 | 0 | -3 | 5 | 15 | 3 | 0.8 | 4 | -7 | 0
COc1ccc(N2CCN(C(=O)CC(NC(N)=O)c3cccc(Oc4ccccc4)c3)CC2)cc1 (centres undefined) | 3 | 7 | 0 | -1 | -7 | 2 | 0.1 | 6 | 6 | 0
N#Cc1cnc(Nc2ccc(F)cc2)nc1N | 6 | 0 | -1 | -3 | -4 | -5 | -4.1 | 5 | -1 | 4
CC(=O)Nc1ccc(NC(=O)Cc2ccc(S(=O)(=O)N3CCCCC3)cc2)cc1 | -2 | -1 | -1 | -1 | 1 | 2 | 0.1 | 6 | -2 | -2
COc1ccc(N2CCN(C(=O)c3cc4c(C)nc5ccccc5c4o3)CC2)cc1 | 4 | 4 | -2 | -1 | 2 | -1 | -0.3 | -2 | -4 | 0
O=C(Cc1coc(-c2ccc(F)cc2)n1)NCc1ccccc1 | -2 | 2 | 0 | -2 | 3 | 1 | 0.8 | 1 | 7 | 1
CC1=NN(c2ccc(Cl)cc2)C(=O)/C1=C\c1cccn1-c1ccc(S(N)(=O)=O)cc1 | 7 | 11 | 0 | -9 | 14 | 6 | -1.4 | 9 | 2 | 2
COc1ccc(NS(=O)(=O)c2ccc(N3CCOCC3)c(NC(=O)C(C)C)c2)cc1 | -7 | 1 | 7 | 1 | -2 | -3 | 1.8 | -7 | 4 | -6
C=CCNC(=O)CN(c1cc(Cl)ccc1OC)S(=O)(=O)c1ccc(C)c([N+](=O)[O-])c1 | 1 | -8 | 3 | 6 | 2 | -4 | -0.8 | -4 | 2 | -3
O=C(Nc1cccn(Cc2ccccc2)c1=O)NC1CCCCC1 | -14 | 8 | 2 | -8 | 1 | 8 | 2.4 | -5 | 1 | 0
NC(=O)C1CCN(c2nc(-c3ccccc3)nc3ccccc23)CC1 | -8 | -4 | -2 | 3 | 0 | -12 | -1.0 | 5 | -14 | 2
COc1ccccc1-n1cc(CN2CCN(CC=C(C)C)C(CCO)C2)cn1 (centres undefined) | 2 | 1 | 3 | 0 | 7 | 4 | -0.3 | -4 | -6 | -3
CCOc1ccc(CN2CCC(n3nccc3NC(=O)CCCc3ccccc3)CC2)cc1 | -7 | 1 | 0 | -3 | 4 | -1 | -0.1 | 2 | 1 | 0

Carrying on:
SMILES | HTRA1 inhibitor | SIAE inh | PRMT1 FP inh | UHRF1 binding | TDP2 inh | ABHD4 inh | PG9 binder | TCR CD3 inh | DDE Tn7 FP inh | LEDGF integ inh
CCOC(=O)c1sc(NC(=O)c2ccoc2C)c(C(N)=O)c1C | -9 | -12 | 0 | -2 | 4 | -4 | -3.7 | 8 | 1 | 4
OC(COc1ccccc1)CN1CCCC1 (centres undefined) | -6 | 6 | -3 | 2 | 3 | 10 | 1.1 | 4 | 3 | 2
Cc1ccc(NC(=O)NC2CCN(CC(=O)Nc3nccs3)CC2)cc1 | 5 | 9 | -2 | 2 | 6 | -3 | -0.2 | 3 | 13 | 1
COc1cccc(NC(=O)CN(c2ccccc2OC)S(=O)(=O)c2cccs2)c1 | -12 | -12 | -3 | 1 | -15 | -7 | -0.3 | -1 | -5 | 3
CCC(=O)Nc1sc2c(c1C#N)CC(C)(CC)OC2 (centres undefined) | 1 | -3 | 1 | 7 | -13 | 3 | -0.1 | 6 | -8 | 3
O=c1c(C(c2ccccc2)c2c(O)sc3ccccc3c2=O)c(O)sc2ccccc12 | -33 | -10 | 0 | -1 | 7 | -27 | -3.5 | 0 | 4 | -3
CCn1nnnc1-c1ccc(OC)c(S(=O)(=O)Nc2ccccc2OC)c1 | 2 | 1 | 1 | -1 | 2 | 4 | 0.0 | -1 | 5 | -3
CCCC(=O)Nc1nnc(-c2ccccc2)o1 | 2 | 2 | -3 | 0 | 11 | -2 | -0.7 | 2 | 0 | -2
COc1cccc(C(=O)Nc2ccc(NC(=O)C(C)C)nc2)c1 | -1 | 0 | 0 | -3 | -6 | -8 | -2.4 | 11 | 7 | -5
COCCC(=O)N(Cc1ccc2c(c1)OCO2)C(C(=O)NC1CCCCC1)c1ccncc1 (centres undefined) | 12 | -7 | -2 | 3 | -4 | 0 | -0.7 | -3 | 9 | -7
CCOc1ccc(N(CC(=O)Nc2c(C)n(C)n(-c3ccccc3)c2=O)S(=O)(=O)c2ccccc2)cc1 | 0 | -8 | 0 | -1 | -9 | -1 | -1.9 | 5 | 5 | -1
CCOC(=O)c1cccc(NC(=O)c2cnccn2)c1 | 8 | 0 | 0 | 0 | -4 | 0 | -1.0 | 7 | -5 | 3
c1cc(-c2nnc3n2CCCCC3)ccn1 | -19 | -1 | 0 | -3 | 20 | 2 | 1.2 | 0 | 2 | -4
CC(=O)c1cccc(NC(=O)Nc2cccnc2)c1 | -2 | -1 | 1 | 2 | -9 | 7 | 0.1 | -2 | 0 | 1
CC(C)(C)[C@H]1COC(=O)CCCC/C=C\C[C@H](CC(=O)N(CCO)Cc2ccccc2)C(=O)N1 | 5 | 11 | -5 | -4 | 2 | 5 | -0.9 | 3 | -5 | 1
CC(C)OC1(c2ccccc2)OC(=O)c2ccccc21 (centres undefined) | -2 | 0 | -1 | 1 | -4 | 0 | 1.3 | 3 | 2 | -1
COc1ccc(C(=O)NNC(=O)CCC(=O)NNC(=O)c2ccc(OC)cc2)cc1 | -2 | -1 | 2 | 12 | 6 | 3 | -0.4 | 10 | -15 | 1
COc1ccc(/C=C/C(=O)c2c(O)cc(OC)cc2OC)cc1 | nt | -5 | -4 | -1 | -7 | -21 | -0.2 | -1 | 4 | -4
N/C(=N\OC(=O)c1cccc2ccccc12)c1ccc(Br)cc1 | 2 | 1 | 0 | 0 | -11 | 3 | -1.4 | 1 | -3 | 1
O=C(Nc1ccc(Br)cc1)c1cc(-c2cccs2)on1 | 7 | -10 | 3 | 3 | 1 | 6 | 3.0 | -5 | -1 | -1
Cc1nc2cc3nc(C(F)(F)F)[nH]c3cc2[nH]1 | -1 | -4 | -1 | 0 | 6 | 7 | 2.3 | -1 | 1 | -1
c1ccc(Cn2nnnc2CN2CCCC2)cc1 | 8 | 11 | 3 | -3 | 6 | 6 | 2.4 | -1 | -4 | -4
CN(C(=O)c1cccc(NC(=O)Cc2ccc(NC(=O)C3CCCN(C(=O)C4CC4)C3)cc2)c1)C1CC1 (centres undefined) | 3 | -5 | -1 | 20 | -6 | 0 | -0.7 | 8 | -1 | -2
CCc1nc(N2CCCCC2C(=O)O)c2oc3ccccc3c2n1 (centres undefined) | -2 | -7 | -5 | -1 | 2 | 4 | -2.9 | -2 | 4 | 3
CSc1nc(-c2ccc(N(C)C)cc2)c(C#N)c(=O)n1C | 6 | 3 | -7 | -5 | -4 | -5 | -2.1 | 1 | -3 | 4
CCOCCCNC(=O)CCc1ccc(-n2cnc3cccnc32)cc1 | 10 | 5 | 3 | -2 | -17 | 0 | -2.2 | 0 | 3 | 4

Entries above containing a Cl atom, in the order listed:
SMILES | HTRA1 inhibitor | SIAE inh | PRMT1 FP inh | UHRF1 binding | TDP2 inh | ABHD4 inh | PG9 binder | TCR CD3 inh | DDE Tn7 FP inh | LEDGF integ inh
OC(COc1ccc(Cl)cc1)CN1CCC(Cc2ccccc2)CC1 (centres undefined) | -1 | 2 | 5 | 15 | -12 | 5 | 1.6 | -4 | 3 | -2
O=C(COC(=O)COc1ccc(Cl)cc1)Nc1ncc(Br)s1 | -6 | 0 | 2 | 0 | 3 | 2 | -0.4 | 0 | -5 | 0
CC1=NN(c2ccc(Cl)cc2)C(=O)/C1=C\c1cccn1-c1ccc(S(N)(=O)=O)cc1 | 7 | 11 | 0 | -9 | 14 | 6 | -1.4 | 9 | 2 | 2
C=CCNC(=O)CN(c1cc(Cl)ccc1OC)S(=O)(=O)c1ccc(C)c([N+](=O)[O-])c1 | 1 | -8 | 3 | 6 | 2 | -4 | -0.8 | -4 | 2 | -3
